S1P4 agonist = human S1P4 receptor agonism; activation, % at 4.98 µM; O95977; AID 1509; 220,000 tested, 0.35% active; S1P4-expressing cell line, agonist reporter assay; in the data active = activation above about 11%;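 note: 0% = DMSO vehicle and 100% = reference agonist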
NPY-Y1 antag = NPY-Y1 (human) receptor antagonism; HEK293-CNG Y1 cells, membrane potential fluorescence; NPY at EC95, then isoproterenol; P25929; inhibition, % at 3.6 µM; 200,000 tested, 1% active;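 active = inhibition above the campaign mean inhibition of all tested compounds plus 3 SD, cut at about 20% in these data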;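 note: 0% = DMSO wells given NPY plus isoproterenol and 100% = isoproterenol alone without NPY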
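Material: Y1- and CNG-channel-expressing HEK293 cells / Probe or stimulus: NPY 25 nM then isoproterenol 1 µM plus Ro 20-1724 25 µM / Doses: 3.6 µM single dose, DMSO 0.4% / Schedule: compound incubation 1 h at room temperature, readout 45 min post-stimulation / Signal: membrane potential fluorescence / Benchmarks: isoproterenol-only wells as full block versus NPY-plus-isoproterenol wells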
NPY-Y1 PAM-ag = potentiates or activates human NPY-Y1 receptor; P25929; NPY-Y1 expressing cells, potentiator/agonist activation; activation, % at 3.6 µM; 220,000 tested, 0.37% active; AID 1304; in the data active = activation above about 33%, passing the limit was not always enough;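 note: cells stimulated with NPY at EC10 then isoproterenol at EC100; 0% = low agonist plus stimulus and 100% = saturating agonist plus stimulus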
NPY-Y2 PAM-ag = potentiators or agonists of human neuropeptide Y receptor Y2; P49146; cells expressing NPY-Y2, potentiator/agonist read-out; activation, % at 3.6 µM; 220,000 tested, 0.45% active; in the data active = activation above about 27%;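 note: cells stimulated with NPY near EC25 plus isoproterenol at EC100; 0% = vehicle plus submaximal agonist and 100% = vehicle plus saturating agonist; some results beyond the cut were filed as inactive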
CHOP inh = CHOP inhibition in unfolded protein response. CHO-K1 CHOP-promoter luciferase, tunicamycin-induced, 15-18 h. AID 2732. 220,000 tested, 3.8% active. inhibition, % at 10 µM;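 active = compounds that reduced the stress-induced luciferase reporter signal by more than about 70% of percent inhibition, limit read from the data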;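 note: 0% = tunicamycin plus vehicle and 100% = wells without tunicamycin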
S1P4 antagonist = antagonists of human S1P4 receptor; 220,000 tested, 0.26% active; S1P4-expressing cells, antagonist mode, reporter read-out; inhibition, % at 4.98 µM; O95977; in the data active = inhibition above about 29%;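 note: 0% = wells stimulated with agonist and 100% = vehicle wells without agonist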
TRPML3 ag = activates the human TRPML3 channel. Q8TDD5. HEK293 TRPML3-YFP, Fluo-8 calcium fluorescence; 100% = the carbachol control signal. activation, % at 3 µM. 220,000 tested, 0.29% active. AID 1448;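 active = activation above its plate's cutoff, the mean activation of the plate's test wells plus 3 SD, cut at about 12% in these data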;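 note: 0% = DMSO only wells and 100% = carbachol wells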
Target sequence (Q8TDD5 whole entry, looked up): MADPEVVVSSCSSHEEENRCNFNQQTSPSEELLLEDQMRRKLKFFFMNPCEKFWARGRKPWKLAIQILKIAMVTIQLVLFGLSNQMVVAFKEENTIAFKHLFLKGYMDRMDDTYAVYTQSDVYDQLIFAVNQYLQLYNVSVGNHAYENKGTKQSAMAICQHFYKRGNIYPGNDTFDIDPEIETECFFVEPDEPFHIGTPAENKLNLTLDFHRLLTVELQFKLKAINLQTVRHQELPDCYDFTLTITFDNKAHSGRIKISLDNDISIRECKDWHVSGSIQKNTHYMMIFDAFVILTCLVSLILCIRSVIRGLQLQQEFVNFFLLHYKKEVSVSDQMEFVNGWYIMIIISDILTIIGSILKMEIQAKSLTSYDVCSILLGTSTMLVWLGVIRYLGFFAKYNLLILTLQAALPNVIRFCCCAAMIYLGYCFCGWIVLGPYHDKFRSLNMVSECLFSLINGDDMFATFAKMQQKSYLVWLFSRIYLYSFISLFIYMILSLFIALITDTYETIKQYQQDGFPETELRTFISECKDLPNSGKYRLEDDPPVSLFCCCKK
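Material: HEK293 cells stably carrying human TRPML3-YFP; compound dosing: single dose, 3 µM final nominal compound, 0.3% DMSO final; incubation: 1-h 37 °C dye load, 5-s basal, 120-s post-compound reads; technique: Fluo-8 intracellular calcium fluorescence, excitation 470-495 nm, emission 515-575 nm; read-out basis: percent activation from peak-to-basal fluorescence ratio, scaled between DMSO and carbachol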
zfTRPN1 agonist = agonists of zebrafish TRPN1 channel; activation, % at 3 µM; HEK293 zebrafish TRPN1-YFP, Fluo-8 calcium fluorescence; 100% = response to 87 µM carbachol; AID 1424; 220,000 tested, 0.18% active;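 active = activation above its plate's cutoff, the mean activation of test wells on that plate plus 3 SD, cut at about 19% in these data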;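 note: 0% = DMSO alone and 100% = 87 µM carbachol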
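Material: zebrafish TRPN1-YFP in HEK293 cells; Doses: single test compound dose, 3 µM nominal, 0.3% DMSO; Timing: dye loading 1 h at 37 °C, then 30 min room temperature; Technique: intracellular calcium fluorescence with Fluo-8; Benchmarks: high carbachol 87 µM, low DMSO alone.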
EP2 mod = modulators of human EP2 prostaglandin E2 receptor. P43116. induction, % at 25 µM. EP2-expressing cells, cAMP HTRF FRET, PGE2 co-stimulation. 260,000 tested, 0.83% active;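 active = compounds whose cAMP rise, as percent of the full-agonist control response, exceeds 60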;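 note: rat C6 glioma line stably carrying human EP2 under a CMV promoter; the protocol text gives 20 µM as final concentration; 100% = response of wells given 1 µM PGE2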
Target sequence (P43116 whole entry, looked up): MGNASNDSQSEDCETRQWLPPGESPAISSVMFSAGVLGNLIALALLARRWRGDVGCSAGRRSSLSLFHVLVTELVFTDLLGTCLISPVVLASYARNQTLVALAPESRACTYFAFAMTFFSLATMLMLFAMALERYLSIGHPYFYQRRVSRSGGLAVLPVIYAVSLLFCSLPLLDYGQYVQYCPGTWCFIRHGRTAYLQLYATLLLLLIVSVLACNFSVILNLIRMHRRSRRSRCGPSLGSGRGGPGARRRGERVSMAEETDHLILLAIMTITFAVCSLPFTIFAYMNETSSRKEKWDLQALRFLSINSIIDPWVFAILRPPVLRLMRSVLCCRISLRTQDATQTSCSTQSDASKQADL
Numbers without * were called inactive; . = no result given; & = joins results of further samples.

SMILES | S1P4 agonist | NPY-Y1 antag | NPY-Y1 PAM-ag | NPY-Y2 PAM-ag | CHOP inh | S1P4 antagonist | TRPML3 ag | zfTRPN1 agonist | EP2 mod
Cc1cccn2c(=O)c(/C=C(\C#N)S(=O)(=O)c3ccc(Cl)cc3)c(N3CCC(C(N)=O)CC3)nc12 | -0.8 | 1 | -11 | -2 | -2 | -6 | 1.4 | 3.1 | 0
CCOC(=O)c1[nH]c(C)c(C(=O)NCCc2ccc(OC)cc2)c1C | 0.5 | -1 | -12 | 15 | -33 | -22 | 0.5 | 0.2 | -32
Cc1ccc(OCCn2cc(C(=O)O)c3ccccc32)cc1 | -1.7 | 3 | -8 | 8 | -23 | -2 | 0.0 | -1.4 | -38
CCOc1c(C=C(C#N)C#N)c2ccccc2n1CC | 0.7 | 12 | -12 | -21 | 2 | -7 | 0.4 | -0.5 | 38
CCCCOC(=O)c1ccc(NC(=O)c2ccccc2OC)cc1 | 0.2 | -1 | -33 | -14 | 37 | -26 | 0.8 | 5.1 | -1
CCOc1nc(OCC)nc(N2CCC(C)CC2)n1 | 1.2 | 0 | -10 | 6 | 47 | -12 | -0.5 | 0.1 | 15
O=C(CN1C(=O)c2cccc3cccc(c23)C1=O)N1CCN(Cc2ccc3c(c2)OCO3)CC1 | -0.1 | -2 | -17 | 3 | 57 | -10 | 1.8 | 3.2 | -15
O=C(NCCCCNC(=O)c1ccco1)c1ccco1 | -1.2 | 3 | -2 | 14 | 4 | 14 | -0.2 | 0.5 | 4&-20
O=C(Nc1cccc(S(=O)(=O)N2CCOCC2)c1)[C@@H]1CCCN1S(=O)(=O)c1ccc(Cl)cc1 | 0.5 | 1 | -6 | -4 | 10 | -2 | -0.2 | 2.3 | -13
CC(C)Oc1cccc(C(=O)NC(=S)N2CCN(c3ccc(C(F)(F)F)cc3[N+](=O)[O-])CC2)c1 | 0.3 | 7 | -9 | -8 | 51 | -1 | -0.5 | 0.2 | -23
O=c1nc(NCc2ccco2)sc2ncccc12 | 2.6 | 2 | -18 | 3 | -13 | -9 | 0.4 | -1.0 | 2
COc1ccc2[nH]c(C(=O)O)c(NS(=O)(=O)c3ccc(OC)c(OC)c3)c2c1 | -1.2 | -1 | -1 | 3 | -5 | -13 | 0.3 | -0.6 | 12
Cc1cccc2nc(CSc3ncccc3C(=O)O)cn12 | 0.2 | 0 | -1 | -2 | -3 | -31 | 0.6 | 2.1 | 18
Cc1cc(C)c2cc(C#N)c(N3CCCN(S(=O)(=O)c4ccccc4)CC3)nc2c1 | 1.8 | 2 | -26 | -9 | . | -20 | 0.5 | -1.4 | 31
CC(C)(CO)NCC(=O)Nc1cc(C(F)(F)F)cc(NC(=O)CNC(C)(C)CO)c1Cl | 1.2 | 0 | 18 | 20 | 37 | -19 | 0.8 | -2.1 | 8
FC(F)(F)Oc1ccccc1-c1nnc(-c2cccc(C(F)(F)F)c2)o1 | -0.3 | . | -55 | -29 | -11 | -3 | 1.3 | -0.7 | 53
CCOc1ccc(N2CC(C(=O)Nc3cc(C)on3)CC2=O)cc1 (configuration not stated) | 0.1 | 1 | -16 | -1 | 29 | -9 | 0.5 | 0.2 | -3
CCc1nnc(NC(=O)CSc2nc3[nH]ncc3c(=O)[nH]2)s1 | 1.6 | 11 | 5 | -3 | 2 | 3 | 0.4 | -0.1 | 14
Cc1ccc(S(=O)(=O)N2CCC(C(=O)Nc3nnc(C4CCCC4)s3)CC2)cc1 | -2.3 | -2 | 4 | 9 | -3 | -20 | 1.3 | -0.6 | -14&-6
CCC(C)NC(=O)CSc1ccc(Cl)cc1 (configuration not stated) | -0.5 | 1 | -2 | 2 | 20 | -2 | -0.1 | 0.4 | 2
Cn1cnnc1SCC(=O)Nc1ccccc1 | 2.1 | -4 | -2 | -13 | 9 | -11 | 0.0 | 0.4 | 6
Cc1cc(C(=O)COc2cc(F)ccc2[N+](=O)[O-])c(C)n1C1CC1 | 2.6 | 9 | 0 | 5 | 8 | -23 | -1.2 | -1.2 | -9
COc1ccc(/C=N/c2oc(C)c(C)c2C#N)c(OC)c1 | -3.4 | 3 | 10 | -7 | 1 | -1 | 0.9 | 0.6 | 15
O=C(Nc1ccc(Oc2cccnc2)cc1)c1cccc([N+](=O)[O-])c1 | 0.1 | -1 | 7 | 10 | 10 | -7 | 1.0 | 5.4 | -29
Cn1cc2cc(NC(N)=S)ccc2n1 | 0.8 | 3 | 7 | 4 | -1 | -8 | 0.6 | 0.7 | 24
O=C(Cn1cc(SCc2cccc(Cl)c2)c2ccccc21)N1CCOCC1 | 2.0 | 0 | -3 | 18 | 27 | -19 | 0.1 | 0.5 | -24
O=C(NC(=S)Nc1ccc(Br)cn1)c1cccnc1 | -2.5 | . | 7 | 13 | -23 | 6 | 0.6 | 0.0 | 1
CCCc1nnc(NC(=O)CC(=O)OCC)s1 | 1.6 | -1 | -8 | -16 | 25 | -2 | 0.1 | 0.7 | 11
O=C(NNC1=Nc2ccccc2SC1)c1ccc(Cl)cc1 | -0.1 | . | 5 | -28 | -47 | -7 | -0.1 | 2.1 | -32
Cc1cc(C)n(-c2nc3ccccc3c(=O)n2OCCOc2ccccc2)n1 | 1.0 | 8 | -9 | 4 | -10 | 3 | -0.5 | -0.4 | 9
C=CCC(=O)NC(C)c1cnn(-c2ccccc2C)c1C (configuration not stated) | 0.4 | -2 | -6 | 7 | 8 | -10 | 0.7 | 0.9 | 4
CCOC(=O)CSc1nnc(CNC(=O)c2ccc(OC)cc2)n1-c1ccc(OC)cc1 | -0.5 | -3 | -4 | -10 | -19 | -19 | -0.3 | -1.5 | 12
COc1ccc(-c2nnc(SC(C)C(=O)Nc3cccc(Cl)c3)o2)cc1 (configuration not stated) | 0.3 | 0 | -10 | -11 | 49 | -23 | -0.7 | 1.1 | -42
O=C(N/N=C/c1cc(Br)c(O)c(Br)c1)c1cccc(C(F)(F)F)c1 | -2.7 | -5 | -17 | -4 | 4 | -12 | 0.1 | 0.8 | 4
CC(=NCC1CCNCC1)C1=C(O)CC(C)(C)CC1=O | 1.0 | 1 | 11 | -9 | 78* | -1 | 0.6 | 1.6 | -6
O=C(CSc1ncccc1C(=O)O)c1ccccc1F | -0.4 | -2 | -5 | 0 | 6 | 7 | 0.1 | -0.2 | 2
CCN(CC)CCNC(=O)c1ccc(Cl)c(S(=O)(=O)Nc2ccccc2OC)c1 | -2.5 | 0 | 26 | -2 | 1 | -7 | 0.4 | 1.8 | -10
CCN(CC)c1ccc(/C=N/NS(=O)(=O)c2ccc(CNC(C)=O)cc2)cc1 | 1.8 | 1 | -6 | 5 | 10 | -37 | 0.1 | 2.6 | 13
CCOC(=O)C1=C(C)Nc2ccccc2N=C1NC(=O)/C=C/c1ccc(OC)cc1OC | -2.0 | 10 | -6 | -21 | 1 | 2 | -0.6 | -2.0 | -1
CCC(Sc1ncccc1C(=O)O)C(=O)N1CCOCC1 (configuration not stated) | 0.8 | -3 | 8 | 16 | -28 | 6 | 1.5 | 0.3 | 33
O=C(CSc1nnnn1Cc1ccccc1)NCC(=O)c1ccccc1 | 0.9 | 3 | 14 | -22 | 2 | -26 | -0.1 | 0.1 | 19
CCn1c(COc2cccc(OC)c2)nnc1SCC(=O)Nc1cc(OC)ccc1OC | -1.6 | 0 | -8 | 3 | -19 | 3 | 0.0 | 1.2 | 0
CCOc1ccc(-c2nnc(-c3ccco3)o2)cc1OCC | 0.8 | -9 | 18 | 11 | 0 | -55 | 0.0 | -1.4 | 11&22
CCN(CC)S(=O)(=O)c1ccc(C(=O)NC(=S)N(CCC#N)Cc2cccnc2)cc1 | 1.0 | 2 | 16 | -6 | -2 | -5 | 1.5 | -0.4 | 15
O=C(CNS(=O)(=O)c1ccccc1)N1CCCC1 | -0.4 | 4 | 2 | -8 | 0 | 13 | 0.7 | 1.7 | 20

Two compounds drawn at random from those above:
SMILES | S1P4 agonist | NPY-Y1 antag | NPY-Y1 PAM-ag | NPY-Y2 PAM-ag | CHOP inh | S1P4 antagonist | TRPML3 ag | zfTRPN1 agonist | EP2 mod
CCOc1ccc(-c2nnc(-c3ccco3)o2)cc1OCC | 0.8 | -9 | 18 | 11 | 0 | -55 | 0.0 | -1.4 | 11&22
CCn1c(COc2cccc(OC)c2)nnc1SCC(=O)Nc1cc(OC)ccc1OC | -1.6 | 0 | -8 | 3 | -19 | 3 | 0.0 | 1.2 | 0

Remaining list, next part:
SMILES | S1P4 agonist | NPY-Y1 antag | NPY-Y1 PAM-ag | NPY-Y2 PAM-ag | CHOP inh | S1P4 antagonist | TRPML3 ag | zfTRPN1 agonist | EP2 mod
CCc1cc(=O)oc2cc3oc(C)c(C)c3cc12 | -0.2 | 4 | -30 | -17 | 47 | -20 | -0.1 | -1.0 | 40
CCC(C(=O)OCC(=O)Nc1cc(Cl)ccc1Cl)c1ccccc1 (configuration not stated) | -2.9 | 0 | 3 | 5 | 20 | -9 | -0.4 | -1.9 | -15
C=CCn1c(C(C)(C)C)nc2ccccc21 | 0.7 | -3 | -4 | 5 | 17 | -2 | 0.1 | -1.2 | 30
CCCCN1C(=S)SC(C)(C)C1/[N+]([O-])=C/c1cccnc1 (configuration not stated) | -1.1 | 2 | 2 | -17 | -5 | 0 | -0.1 | -0.3 | 5
Cc1ccc(N/C=C2\C(=O)C3(C)CCC2C3(C)C)cc1C (configuration not stated) | 0.8 | 17 | 3 | -13 | -29 | 4 | 0.1 | 0.0 | -36
COc1ccc(-n2ncc(Cl)c(Cl)c2=O)cc1 | -0.5 | -4 | 11 | -2 | 70 | 95* | 0.2 | -2.3 | 9
Cc1ccccc1C(=O)/C(C#N)=N/Nc1c(C)n(C)n(-c2ccccc2)c1=O | 2.1 | 11 | 26 | 14 | 62 | -17 | 0.0 | 1.3 | 31
COC(=O)c1sc(S(=O)(=O)NCc2ccccc2)c(C(=O)OC)c1C | -2.5 | 11 | -8 | -13 | 36 | -14 | -0.8 | -1.1 | 19
O=C1OC(/C(=C\Nc2ccc(F)cc2F)[N+](=O)[O-])c2ccccc21 (configuration not stated) | 1.5 | 1 | 11 | -6 | -25 | -2 | -0.1 | -0.7 | -17
Cc1ccc2nc(Nc3nc(C)cc(-c4ccccc4)n3)[nH]c(=O)c2c1 | -0.2 | . | -25 | -12 | 48 | -6 | 0.0 | 1.4 | -31
O=C(NC(c1ccc(Cl)cc1)c1c(O)ccc2ccccc12)c1ccccc1 (configuration not stated) | -0.5 | -13 | 41 | 43* | 85* | 20 | 0.1 | 0.6 | -70
Cc1ccc(C)c(NS(=O)(=O)c2ccc3[nH]c(=O)[nH]c3c2)c1 | 0.6 | . | 7 | 10 | -20 | -10 | 1.2 | 0.8 | -12
COCC(=O)N(Cc1cc2ccc(C)c(C)c2n2nnnc12)C1CCCC1 | -1.2 | 2 | 7 | 3 | 25 | -7 | 2.3 | 1.4 | 11&6
CCn1cc(C(=O)N[C@H](C)c2ccccc2)c(=O)c2cc(F)c(N3CCN(C)CC3)cc21 | 0.9 | -4 | -1 | -8 | 2 | -14 | 2.0 | 1.2 | 4

Screening data: PubChem BioAssay, several laboratories
